Bioassay records: PubChem BioAssay, several laboratories
TWEAK-Fn14 inh – blocks TWEAK-Fn14 interaction in a reporter cell assay | inhibition, % at 10 µM | 360,000 compounds, 2% hits | AID 1159606 | TWEAK-stimulated Fn14 reporter cells, luciferase luminescence, 8 h; in the data active means inhibition above about 50%
NCOA1 inh – human NCOA1 inhibition. Q15788. HEK293 GAL4-SRC1 luciferase reporter, luminescence. inhibition, % at 3.6 µM. 360,000 compounds, 0.12% hits. AID 588354;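 active means inhibition above the campaign mean plus 3 SD, with each screening campaign given its own cutoff, cut at about 60% in these data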;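 further: 0% = DMSO treated cells and 100% = gossypol at 36 µM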
ABHD5-PLIN5 inh – blocks binding of human ABHD5 to perilipin-5. inhibition, % at 4 µM. 360,000 compounds, 0.78% hits. Q00G26+Q8WTS1. Split G. princeps luciferase complementation, luminescence, 4 h;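 active means inhibition above the mean inhibition across every tested compound plus 3 SD, cut at about 22% in these data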;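 further: 0% = DMSO only wells and the 100% control is not disclosed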
NCOA3 inh – inhibitors of human steroid receptor coactivator 3 (SRC3); Q9Y6Q9; HEK293 GAL4-SRC3 luciferase reporter, luminescence; inhibition, % at 3.6 µM; 360,000 compounds, 0.17% hits;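 active means inhibition above a per-campaign cutoff, the mean of all compounds plus 3 SD, cut at about 60% in these data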;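 further: 0% = DMSO-treated cells and 100% = gossypol-treated cells at 36 µM; higher means less SRC3-driven luciferase light from the GAL4 reporter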
TLR9-MyD88 block – TLR9-MyD88 interaction inhibition. inhibition, % at 4.98 µM. Q9NR96+Q99836. CHO BLA complementation TLR9-MyD88, CCF4 FRET ratio. 340,000 compounds, 0.21% hits;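 active means inhibition above the mean over all tested compounds plus 3 SD, cut at about 21% in these data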;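 further: 0% = DMSO only wells and 100% = clavulanate BLA inhibitor control wells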
NR5A2 inv ag – inverse agonists of human LRH-1 (NR5A2); O00482; HEK293T StAR-luciferase reporter, LRH-1 transfected, 24 h; inhibition, % at 3.6 µM; 360,000 compounds, 0.13% hits;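 active means inhibition above the mean inhibition of all tested compounds plus 3 SD, cut at about 73% in these data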;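 further: 0% = DMSO wells and 100% = reporter-only cells lacking LRH-1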
NOD2 RIPK2 PPI – inhibitors of human NOD2-RIPK2 interaction. CHO BLA complementation NOD2-RIPK2, CCF4 ratio. inhibition, % at 4.98 µM. 360,000 compounds, 0.38% hits. AID 624267; in the data active means inhibition above about 21%;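 further: 0% = vehicle only and 100% = reference blocker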
Exocytosis inh – lytic granule exocytosis inhibition. TALL-104 LAMP-1 surface exposure, flow cytometry; cells stimulated with thapsigargin and PMA. AID 651702. inhibition, % at 10 µM. 360,000 compounds, 0.66% hits;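 active means inhibition above about 55%, limit read from the data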
NCOA2 inhibitor – inhibits human steroid receptor coactivator 2. Q15596. HEK293 GAL4-SRC2 luciferase reporter, luminescence. inhibition, % at 9 µM. 370,000 compounds, 0.17% hits;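 active means inhibition above the mean inhibition of all tested compounds plus 3 SD, set per campaign, cut at about 52% in these data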;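 further: 0% = DMSO treated cells and 100% = cells given Gossypol at 36 µM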
TROY NFkB inh – TROY signaling inhibition. Q293 LMP1-TROYcd NF-kB luciferase reporter, 4 h. inhibition, % at 10 µM. 360,000 compounds, 0.98% hits;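 active means compounds whose plate-normalised and pattern-corrected inhibition of the luciferase reporter signal at the single screening dose is 50% or more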
NR2F2 inh – NR2F2 (human) inhibition, primary screen; HEK293T NGFI-A luciferase reporter, luminescence; inhibition, % at 8.6 µM; 370,000 compounds, 0.7% hits;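 active means inhibition above a per-plate cutoff, mean inhibition of test wells between control levels plus 3 SD, cut at about 38% in these data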;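 further: cells cotransfected with COUP-TFII expression vector driving the NGFI-A reporter; 0% = median of COUP-TF2 test wells and 100% = reporter-only cells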
The depositor's hits bear a star; . = no result given. The list is partial; the hit share may differ from the screen's.

SMILES | TWEAK-Fn14 inh | NCOA1 inh | ABHD5-PLIN5 inh | NCOA3 inh | TLR9-MyD88 block | NR5A2 inv ag | NOD2 RIPK2 PPI | Exocytosis inh | NCOA2 inhibitor | TROY NFkB inh | NR2F2 inh
CCNC(=O)c1ccccc1-c1nc(-c2ccccc2OC)no1 | 7 | 0 | 0 | 16 | -3 | 4 | -3 | 1 | 1 | -4 | 19
CC(C)(C)OC(=O)[C@H](Cc1ccccc1)NC(=O)c1[nH]cnc1C(=O)N[C@@H](Cc1ccccc1)C(=O)OCc1ccccc1 | 13 | -1 | -8 | 0 | 3 | -1 | 3 | 1 | 16 | 5 | -4
COc1cc2c(cc1OC)C(c1ccccc1Br)NC(=O)C2 (stereo not given) | -10 | 11 | 10 | -2 | -9 | 1 | -5 | 1 | -4 | -18 | -17
NC(=S)Nc1ccc2c(c1)OCO2 | 27 | 8 | 1 | 11 | 4 | 20 | 7 | -4 | -9 | -9 | 7
CC1CCCCC1NC(=O)COC(=O)c1c2c(nc3ccccc13)/C(=C\c1ccco1)CC2 (stereo not given) | 34 | -2 | 5 | -10 | 5 | -42 | -6 | 0 | -5 | 2 | -3
COCCNC(=O)C(=O)Nc1ccc2c(c1)N(S(=O)(=O)c1cccs1)CCC2 | 21 | 1 | 4 | 9 | -1 | 26 | -10 | -2 | 10 | -7 | -12
CC1(C)CC(=O)C(N=Nc2ccc(-c3ccccc3)cc2)=C(O)C1 | -16 | -28 | -4 | -6 | -3 | 6 | 3 | 2 | -20 | -63 | -18
COc1cccc(-c2cn3nc(C)c(C)nc3n2)c1 | 5 | -167 | -1 | -63 | 3 | -156 | 4 | 6 | -24 | 5 | -34
Cc1ccc2cc(CN(CCCN(C)C)C(=S)NCc3ccccc3)c(=O)[nH]c2c1C | -12 | -10 | 23* | 15 | -1 | 7 | 12 | 38 | -14 | 2 | 1
Cc1ccc(S(=O)(=O)NCc2cccnc2)cc1C(=O)NC1CCCCC1 | -4 | 9 | 4 | -5 | 0 | 2 | -1 | 33 | -2 | 15 | 0
CCOC(=O)C1CCCN(C(=O)c2[nH]c(C(F)(F)F)nc2-c2ccccc2)C1 (stereo not given) | 3 | 5 | 3 | 14 | . | -4 | 18 | 0 | -23 | -5 | -19
CC(=O)c1cc2c(cc1NC(=O)CN1CCCCC1C)OCO2 (stereo not given) | -10 | -13 | -7 | -15 | -3 | -23 | 3 | -1 | -15 | 10 | 2
COC(=O)CS(=O)(=O)c1cc(Br)cc2c1N(C(C)=O)CC2 | -1 | -8 | 1 | 17 | 2 | -4 | -1 | 7 | 10 | -8 | 3
CC12CCC(C(=O)N(CCCN3CCN(Cc4ccccc4)CC3)C1=O)C2(C)C (stereo not given) | -1 | -6 | 2 | 4 | -6 | 29 | -2 | 2 | -10 | 4 | -14
O=C1CC2c3ccccc3C1C1C(=O)N(CCO)C(=O)C21 (stereo not given) | 1 | 0 | -3 | 19 | -11 | -10 | -7 | -5 | 7 | 4 | 12
Cc1ccc(F)c(S(=O)(=O)NC(=O)C2(C)CCN2C(=O)CC(c2ccccc2)c2ccccc2)c1 (stereo not given) | 1 | 7 | -3 | -4 | . | 21 | 1 | 18 | 2 | -9 | 5
O=C1NC(c2ccccc2)(C(F)(F)F)C(=O)N1Cc1cccnc1 (stereo not given) | 3 | -87 | -1 | 6 | -8 | -21 | 5 | -1 | -8 | 6 | 8
CCOC(=O)N1CCC(NC(=O)c2cc(-c3ccc(F)cc3)[nH]c2C)CC1 | 3 | -9 | 4 | 11 | 1 | -9 | 2 | 1 | 6 | 9 | 0
Cn1cnnc1SCC(=O)Nc1ccc2nc(SCc3cccc4ccccc34)sc2c1 | -6 | 0 | 8 | 0 | -3 | 6 | -3 | -3 | -17 | 22 | -2
Cc1c(C(=O)NCc2cccc([N+](=O)[O-])c2)sc(=O)n1Cc1ccc(C(C)C)cc1 | 12 | 0 | -13 | 13 | . | -2 | 1 | 8 | -8 | 15 | 11
COc1ccc(-c2sc3cc4c(cc3c2-c2ccc3c(c2)OCCO3)OCO4)cc1 | 11 | 1 | 3 | 8 | 4 | 14 | -10 | -7 | -11 | -18 | 4
C/C(NC(=O)c1cccc(F)c1)=C1/C(=O)C[C@@H]2[C@H]1C2(C)C | -6 | -42 | -1 | -33 | 3 | -8 | 6 | -9 | 6 | -46 | -25
CCC1(c2ccccc2)NC(=O)N(CC(=O)N(c2ccccc2)C2CCS(=O)(=O)C2)C1=O (stereo not given) | 13 | -5 | 1 | 9 | -2 | -13 | -5 | 8 | -2 | -10 | 4
Cc1ccccc1NC(=O)CCCC(=O)c1ccccc1 | 10 | -8 | -5 | -28 | -10 | -13 | 6 | -5 | -5 | -15 | -21
CC(C)C(=O)Nc1ccc(C(=O)NNC(=S)NC(=O)c2ccco2)cc1 | -18 | -20 | 2 | 12 | -23 | 7 | -8 | -1 | 7 | 5 | 6

Fetched by compound from the list above, 5 records:
SMILES | TWEAK-Fn14 inh | NCOA1 inh | ABHD5-PLIN5 inh | NCOA3 inh | TLR9-MyD88 block | NR5A2 inv ag | NOD2 RIPK2 PPI | Exocytosis inh | NCOA2 inhibitor | TROY NFkB inh | NR2F2 inh
CCOC(=O)N1CCC(NC(=O)c2cc(-c3ccc(F)cc3)[nH]c2C)CC1 | 3 | -9 | 4 | 11 | 1 | -9 | 2 | 1 | 6 | 9 | 0
CCC1(c2ccccc2)NC(=O)N(CC(=O)N(c2ccccc2)C2CCS(=O)(=O)C2)C1=O (stereo not given) | 13 | -5 | 1 | 9 | -2 | -13 | -5 | 8 | -2 | -10 | 4
O=C1CC2c3ccccc3C1C1C(=O)N(CCO)C(=O)C21 (stereo not given) | 1 | 0 | -3 | 19 | -11 | -10 | -7 | -5 | 7 | 4 | 12
CC12CCC(C(=O)N(CCCN3CCN(Cc4ccccc4)CC3)C1=O)C2(C)C (stereo not given) | -1 | -6 | 2 | 4 | -6 | 29 | -2 | 2 | -10 | 4 | -14
COc1cc2c(cc1OC)C(c1ccccc1Br)NC(=O)C2 (stereo not given) | -10 | 11 | 10 | -2 | -9 | 1 | -5 | 1 | -4 | -18 | -17

Additional entries follow.
SMILES | TWEAK-Fn14 inh | NCOA1 inh | ABHD5-PLIN5 inh | NCOA3 inh | TLR9-MyD88 block | NR5A2 inv ag | NOD2 RIPK2 PPI | Exocytosis inh | NCOA2 inhibitor | TROY NFkB inh | NR2F2 inh
COc1ccc(N(C(=O)C2CSC(=O)C2)C(C(=O)NC(C)(C)C)c2ccncc2)cc1 (stereo not given) | -7 | 1 | -3 | -2 | -5 | -4 | 1 | 0 | -8 | 12 | 6
O=C(O)c1ccc(-c2nc(-c3cccc(C(F)(F)F)c3)cs2)cc1 | 1 | -1 | -2 | 12 | 8 | -30 | -50 | 23 | -25 | -8 | 5
COc1ccc(OC)c(NC(=O)CSCC(=O)O)c1 | 5 | -10 | 0 | 13 | 10 | -4 | 4 | 3 | 0 | -3 | 2
COc1ccc(N2CCN(C(=O)COc3ccc(S(=O)(=O)N4CCOCC4)cc3C)CC2)cc1 | 29 | 0 | -6 | -15 | -5 | -7 | 4 | 1 | -20 | 15 | -10
CC12CC3(C)CC(C)(C1)CC(C(=O)Nc1nn[nH]n1)(C2)C3 | -2 | 5 | 0 | 18 | -1 | 6 | -3 | -2 | -24 | 0 | 17
CC(C)NC(=O)c1onc(CSc2ccc(C(C)C)cc2)c1C(=O)O | -67 | -18 | -19 | -3 | -3 | -3 | -1 | -3 | -11 | -18 | -22
CC(C)n1nc(C(=O)OCC(=O)N2CC(=O)Nc3ccccc32)c2ccccc2c1=O | 12 | 10 | -2 | 14 | 0 | 6 | -7 | 6 | 0 | 38 | 20
CCCOc1ccc(-c2nnc(N)s2)cc1 | -11 | -63 | 2 | -53 | 7 | -49 | -14 | -2 | -18 | -29 | -36
CCOc1ccc(CC(=O)N/N=C/c2cccnc2)cc1OCC | -29 | 16 | 0 | 13 | -11 | -2 | 7 | 13 | -21 | 7 | -13
O=C(Nc1cccc(-c2nc3ncccc3o2)c1)c1sc2ccccc2c1Cl | -38 | -19 | -3 | 3 | 3 | 1 | -9 | 5 | -49 | -22 | -8
CC(C#N)(NC(=O)CN1CCN(S(=O)(=O)c2ccccc2C#N)CC1)C1CC1 (stereo not given) | 10 | -3 | 3 | -21 | 7 | -1 | 4 | 0 | 6 | -3 | -10
COCCCN1C(=O)N(c2ccccc2)C(=O)C1CC(=O)Nc1ccccc1 (stereo not given) | 10 | 10 | 4 | -5 | 2 | -3 | 0 | -11 | -9 | 14 | -3
C/C(=N\NC(=O)c1cc(Br)ccc1O)c1cccs1 | -35 | -91 | 2 | -74 | 3 | -81 | -1 | -5 | -32 | -32 | -22
Cc1ccc(S(=O)(=O)n2cnc3cc([N+](=O)[O-])ccc32)cc1C | 14 | -3 | -8 | 6 | 2 | -1 | -3 | -2 | 2 | -4 | -1
CCC1CCCCN1CCCNC(=O)Cn1nc(C)n2nc(-c3ccccc3)cc2c1=O (stereo not given) | 4 | -5 | 8 | -2 | 0 | -9 | -9 | 0 | 9 | 1 | -4
CCOC(=O)C1CCN(C(=O)c2cccnc2Oc2ccc(Cl)cc2)CC1 | -3 | 13 | 2 | 8 | 12 | 9 | -7 | 2 | -29 | -1 | 3
CCCCCC(=O)N/N=C(\C)c1ccccn1 | -24 | 5 | -7 | 12 | -1 | 3 | 5 | 2 | -4 | 8 | 4
CCOC(=O)CNC(=O)C1CCN(S(=O)(=O)c2ccc(-c3nn[nH]n3)cc2)CC1 | 6 | -14 | -5 | 4 | -6 | -5 | -1 | -13 | 0 | -21 | 11
O=[N+]([O-])c1ccc(COc2ccccc2CN2CCCC2)cc1 | -8 | -10 | 5 | -22 | -3 | -33 | -13 | -3 | -21 | -7 | -1
COC(=O)[C@H](CCSC)NC(=O)Nc1ccc(C(C)=O)cc1 | -7 | 11 | -6 | 8 | -9 | -8 | -16 | 8 | -8 | 3 | -6
Cc1ccc(-c2cnc3ccccc3n2)cc1C | 73* | -109 | 5 | -178 | 5 | -105 | -7 | -6 | -86 | 12 | -48
CN(C)c1ccc(CN(C(=O)/C=C/c2ccco2)C2CCS(=O)(=O)C2)cc1 (stereo not given) | 4 | 1 | 4 | 5 | . | 3 | -16 | -4 | -10 | -6 | 0
O=C1[C@H]2CCCC[C@H]2C(=O)N1CCCCN1CCN(c2nsc3ccccc23)CC1 | -1 | -16 | -20 | -9 | 11 | 34 | 7 | 6 | -7 | 0 | 20
Cc1nnsc1Sc1cccc(C(F)(F)F)c1 | 10 | -6 | -8 | 8 | 3 | 0 | -7 | 7 | . | 14 | .
COC(=O)c1ccc2nc(NC(=O)COC(=O)CSc3nc(C)cc(C)n3)sc2c1 | 7 | -52 | -3 | -31 | 1 | -22 | 4 | 16 | -18 | -23 | -4
CCOC(=O)c1cnc2c(c(C)nn2CC)c1Cl | -23 | 13 | 1 | 12 | 5 | 6 | -14 | 9 | 8 | 6 | 1
Cc1cc(C(=O)NNC(=S)Nc2cccc(C(F)(F)F)c2)nn1C | 1 | 4 | -11 | -10 | 0 | 2 | 2 | 3 | -29 | -25 | -5
CCCC(=O)Nc1ccc2c(c1)nc(CCNC(=O)c1ccccc1)n2C | -27 | -8 | -1 | 17 | -8 | 0 | -7 | 0 | -5 | -12 | 20
COc1ccc(C(=O)C2CCCN(C(=O)Cc3c(C)noc3C)C2)cc1OC (stereo not given) | -9 | -2 | 3 | 5 | -9 | -19 | 6 | 4 | 9 | 5 | -3
